QS inhibitor = S. aureus quorum sensing inhibition; S. aureus RN6390 RNAIII-GFP reporter, AIP-induced, flow cytometry 3 h; hit rate 0.3% among 24,000; inhibition, % at 2 µM; AID 527;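 active means share of bacteria positive for the green fluorescent reporter and its mean brightness both inhibited by 50% or more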;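 further: 0% = AIP-stimulated control and 100% = unstimulated bacteria without AIP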
QS inhibitor GFP MFI % = recorded beside QS inhibitor, whose call it bears; inhibition, %; measured here: inhibition of GFP MFI
The depositor's hits bear a star.

SMILES	QS inhibitor	QS inhibitor GFP MFI %
CC1CCc2nn(CC(=O)Nc3c(F)cc(F)cc3Br)cc2C1 (stereo not drawn)	8	15
COc1cccc(-n2nnc3c(=O)n(Cc4ccc(C)cc4)cnc32)c1	27	23
C=CCNC(=O)CCNS(=O)(=O)c1ccc(Br)cc1	0	1
COc1ccc(-n2c(Cc3cccn3C)nnc2SCC(=O)NCC2CCCO2)cc1 (stereo not drawn)	-2	-86
O=C(Nc1cccs1)Nc1ccccc1Cl	2	9
COc1cccc(-c2cc(N)nn2C(=O)Nc2ccc(Cl)cc2)c1	-3	-19
Cc1ccc(S(=O)(=O)NCc2cn3c(C)csc3n2)cc1	-2	-1
CCCCC(=O)N(c1ccc(OCC)cc1)C1C=CS(=O)(=O)C1 (stereo not drawn)	0	16
COC(=O)c1cc2sccc2n1CC(=O)Nc1cccc(SC)c1	0	-4
N#CCSc1nc2cc(C(=O)N3CCCC3)ccc2c(=O)n1Cc1ccccc1	0	-2

Structures shown so far that have an aryl methoxy group, in the order listed:
SMILES	QS inhibitor	QS inhibitor GFP MFI %
COc1cccc(-n2nnc3c(=O)n(Cc4ccc(C)cc4)cnc32)c1	27	23
COc1ccc(-n2c(Cc3cccn3C)nnc2SCC(=O)NCC2CCCO2)cc1 (stereo not drawn)	-2	-86
COc1cccc(-c2cc(N)nn2C(=O)Nc2ccc(Cl)cc2)c1	-3	-19

The list continues.
SMILES	QS inhibitor	QS inhibitor GFP MFI %
Cc1nc2c(C(=O)N3CCCC3)c[nH]n2c(=O)c1Cc1ccc(F)cc1Cl	-2	-16
Cc1cc(NC(=O)c2ccc3c(c2)C(=O)N(Cc2cccnc2)C3=O)no1	-1	-3
Cc1cc(S(=O)(=O)n2cnc3ccccc32)c(C)cc1Cl	-2	-8
CCCc1nc(NCc2ccncc2)c2nnn(Cc3ccccc3F)c2n1	-1	1
Cc1ccc(C)c(-n2nnnc2SCC(=O)NCCC2=CCCCC2)c1	-3	0
CCCN1C(=O)SC(CC(=O)Nc2ccc(Br)cc2)C1=O (stereo not drawn)	-1	0
CCOC(=O)c1cc(-c2ccc(Cl)s2)nc2c1c(C)nn2C	0	7
CC1CCCCC1n1c(=S)[nH]c2ccccc2c1=O (stereo not drawn)	25	28
CN(C(=O)c1ccccc1)c1ccc(OCC(=O)NC2CCS(=O)(=O)C2)cc1 (stereo not drawn)	-6	-12
CCOC(=O)c1ccc(NC(=O)Cn2nnc(-c3ccc(F)cc3)n2)cc1	1	9

As a short view, some entries already given:
SMILES	QS inhibitor	QS inhibitor GFP MFI %
CCCc1nc(NCc2ccncc2)c2nnn(Cc3ccccc3F)c2n1	-1	1
Cc1ccc(C)c(-n2nnnc2SCC(=O)NCCC2=CCCCC2)c1	-3	0
CCCN1C(=O)SC(CC(=O)Nc2ccc(Br)cc2)C1=O (stereo not drawn)	-1	0
CCOC(=O)c1cc(-c2ccc(Cl)s2)nc2c1c(C)nn2C	0	7
CC1CCCCC1n1c(=S)[nH]c2ccccc2c1=O (stereo not drawn)	25	28

Further results
SMILES	QS inhibitor	QS inhibitor GFP MFI %
Cc1noc(C)c1S(=O)(=O)N1CCCC(C(=O)NCC2CCCO2)C1 (stereo not drawn)	-2	-8
CC1(C)CC(=O)c2cnc(NCc3ccco3)nc2C1	0	-23
O=C(COc1ccccc1)NCCSCc1ccco1	-1	-27
Cc1nc2c3ccccc3[nH]c(=O)n2n1	-3	10
CCN(CCNC(=O)C1CCN(Cc2nc(-c3ccc(Cl)cc3)oc2C)CC1)c1ccccc1	1	0
Cc1csc(OCc2ccc(C#N)cc2)n1	-1	2
O=S(=O)(Nc1ccc(C(F)(F)F)cc1)c1cnc[nH]1	1	27
COC(=O)CN(c1ccc(C)cc1)S(=O)(=O)c1ccc2c(c1)n(C)c(=O)c(=O)n2C	11	19
O=C(CN1CCN(S(=O)(=O)c2ccc(Cl)cc2)CC1)Nc1ccc2c(c1)OCO2	-3	-5
COc1ccc(NC(=O)c2ccc3c(c2)n(C)c(=O)n3C)cc1	0	4

Filtered by structure: those above containing an aryl thioether with sulfur outside any ring.
SMILES	QS inhibitor	QS inhibitor GFP MFI %
COc1ccc(-n2c(Cc3cccn3C)nnc2SCC(=O)NCC2CCCO2)cc1 (stereo not drawn)	-2	-86
COC(=O)c1cc2sccc2n1CC(=O)Nc1cccc(SC)c1	0	-4
N#CCSc1nc2cc(C(=O)N3CCCC3)ccc2c(=O)n1Cc1ccccc1	0	-2
Cc1ccc(C)c(-n2nnnc2SCC(=O)NCCC2=CCCCC2)c1	-3	0

Going on with the list:
SMILES	QS inhibitor	QS inhibitor GFP MFI %
CCN(CC)CCNC(=O)c1ccc2c(c1)ncn2C1CCCCC1	-2	-5
O=C(CSc1ncnc2c1cnn2Cc1ccccc1)Nc1ccc2c(c1)OCCO2	-5	-5
O=C(c1ccco1)N1CCN(C(=O)C2(S(=O)(=O)c3ccc(Cl)cc3)CC2)CC1	-2	-2
O=C(COc1ccc(F)cc1Br)N1CCc2ccccc21	-1	-28
Cn1cccc1Cc1nnc(SCC(N)=O)n1CCc1ccccc1	-7	-6
O=C1c2ccccc2C(Nc2ccc(F)cc2F)N1CCN1CCOCC1 (stereo not drawn)	0	2
CC(=O)OCC1OC(c2ccccc2)C(OC(C)=O)C(OC(C)=O)C1OC(C)=O (stereo not drawn)	0	0
C=CCOc1cccc(C2c3c(oc4ccc(F)cc4c3=O)C(=O)N2CCCN2CCOCC2)c1 (stereo not drawn)	0	2
Cc1ccccc1NC(=O)N1C2CCCC1CC(NC(=O)C1CC1)C2 (stereo not drawn)	0	-10
COc1cccc2c1C(=O)c1c(O)c3c(c(O)c1C2=O)C[C@@](O)(C(C)=O)C[C@@H]3O[C@H]1C[C@H](N)[C@H](O)[C@H](C)O1	-13	-30
Cc1nn(C)c(C)c1S(=O)(=O)N1CCc2ccccc21	-5	-9
CC1CCC(NC(=O)C2CCN(c3cnccn3)CC2)CC1 (stereo not drawn)	0	9
Cn1nc(CC(=O)NC2CCCCCC2)c2ccccc2c1=O	-1	-2
Cc1ccc(C)c(C(=O)CC2(O)C(=O)N(C)c3ccccc32)c1 (stereo not drawn)	0	2
CCOc1nc(N(C)C)nc(-n2nnc(C(C)=O)c2C)n1	2	10
N#C/C(C(=O)c1ccccc1)=C1/CCCN1	0	-5
CCOC(=O)CSC1=NC(=O)CS1	-2	-27
CCN1C(=O)C2(C(C#N)=C(N)Oc3n[nH]c(C(C)C)c32)c2ccccc21 (stereo not drawn)	-2	-4
Cc1noc(C)c1S(=O)(=O)N1CCCC(C(=O)Nc2nccs2)C1 (stereo not drawn)	-2	-10
CCn1c(=O)n(CC(=O)NC2CCCC(C)C2C)c(=O)c2ccccc21 (stereo not drawn)	-4	-1
COc1ccc(Cl)cc1-c1n[nH]c(=S)o1	0	7
O=C(c1ccc(Br)o1)N1CCN(c2ccc3nnc(-c4ccccc4)n3n2)CC1	24	30
Cc1nnc(NC(=O)CCCCCN2C(=O)C3C4C=CC(C4)C3C2=O)s1 (stereo not drawn)	14	31
COc1ccc(-c2nnc(Nc3nc4c(OC)cccc4s3)o2)cc1	-3	-5
CCCCOC(=O)C1CCCC(C(=O)OCCCC)N1 (stereo not drawn)	2	7
Cc1nc2ccccc2c2oc(C(=O)NCC3CCCO3)cc12 (stereo not drawn)	1	1
CCOc1ccc(C2c3c(oc4cc(C)c(C)cc4c3=O)C(=O)N2CCCN2CCOCC2)cc1 (stereo not drawn)	-3	5
O=C(COC(=O)C12CC3CC(CC(C3)C1)C2)NCc1ccco1	0	0
OC(CN1CCOCC1)Cn1c(-c2cccc(Cl)c2)nc2ccccc21 (stereo not drawn)	-3	-6
O=C(Oc1nsnc1N1CCOCC1)N(c1ccccc1)c1ccccc1	8	11
COC(=O)c1ccccc1NC(=O)CC(NCc1ccccc1)C(=O)O (stereo not drawn)	0	8
O=C1CC(Cc2ccccc2)C(=O)N1CCCn1ccnc1 (stereo not drawn)	0	2
O=C(CCCn1c(=S)[nH]c2cc3c(cc2c1=O)OCO3)N1CCN(c2ccccc2)CC1	-8	-25
COc1cc(N2C(=O)NC3CC2(C)Oc2ccc(Br)cc23)cc(OC)c1OC (stereo not drawn)	3	14
Cc1sc(NC(=O)c2ccco2)c(C(c2cccnc2)N2CCN(c3ccc(F)cc3)CC2)c1C (stereo not drawn)	-3	-11
Cc1ccc2c(c1)c1c(n2CC(O)Cn2c(C)nc3ccccc32)C(=O)CCC1 (stereo not drawn)	3	13
Cc1cccc(Nc2ncc3c(n2)CC(c2ccco2)CC3=O)c1 (stereo not drawn)	8	19
CCC(C)NC(=O)Cn1c(=O)n(-c2ccccc2)c(=O)c2ccc(C(=O)NCc3ccco3)cc21 (stereo not drawn)	-5	-17
CCC(C)NC(=O)CS(=O)(=O)Cc1nc(-c2cccc(OC)c2)oc1C (stereo not drawn)	-4	-2
Clc1ccc(Nc2ncnc3c2cnn3-c2ccccc2)cc1	-2	-5
CC1CCN(c2nc(-c3ccccc3)cc(C(F)(F)F)n2)CC1	-1	-6
CC1=C(C(=O)N2CCN(C(=O)c3ccco3)CC2)C2(CCC(C)CC2)OC1=O (stereo not drawn)	-1	0
COCCNC(=O)CCSCc1ccccc1F	-2	-20
CCOc1ccc(N2C(N)=NC(N)=NC2(C)C)cc1	0	0
CS(=O)(=O)c1ccc(N2CCN(C3CC(=O)NC3=O)CC2)cc1 (stereo not drawn)	-2	0
Clc1cccc2sc(N3CCOCC3)nc12	1	4
CCOC(=O)C1CCN(c2c(N3CCN(Cc4ccccc4)CC3)c(=O)c2=O)CC1	-5	-10
CCN(c1ccc2c(c1)OCO2)S(=O)(=O)c1cc(Br)cc2c1N(C(=O)C1CC1)CC2	0	6
CC(=O)Nc1ccn(-c2ccccc2)n1	0	4
CCOc1c2c(nc3ccc(Cl)cc13)CCC2	-3	-9

(listing goes on)
SMILES	QS inhibitor	QS inhibitor GFP MFI %
Cc1nn(C)cc1CNC(=O)CCC(=O)O	0	-6
COC(=O)C1CCC(C)(C(=O)Nc2ccccc2)C1(C)C (stereo not drawn)	0	9
CCCOc1ccc2oc(=O)c3c(c2c1)CCCN3C(=O)CN1CCc2ccccc2C1	11	31
CCOCCCN(C(=O)Nc1ccc(CC)cc1)C1CCN(C(C)=O)CC1	0	1
Cc1ccc(O)c(C(CC(=O)N2CCCC2)c2ccccc2)c1 (stereo not drawn)	0	1
CN1C(=O)C2(NCCc3c2[nH]c2ccccc32)c2ccccc21 (stereo not drawn)	-1	0
CC1CCc2c(C(=O)NCC3CCCO3)csc2C1 (stereo not drawn)	-2	3
Cc1cc2ncn(C3CC(=O)N(Cc4ccc(N5CCCC5=O)cc4)C3=O)c2cc1C (stereo not drawn)	-1	-1
CCOC(=O)N1CCC(NC(=O)CN2C(=O)CSc3nc(C)cc(C)c32)CC1	-1	0
CC(NC(=O)c1ccncc1)C(c1cccs1)N1CCOCC1 (stereo not drawn)	1	9
CCOc1ccccc1NC1c2ccccc2C(=O)N1c1cccnc1 (stereo not drawn)	12	11
COCCn1c(SCC(=O)N(C(C)C)C(C)C)nnc1-c1cc2ccccc2cc1O	1	7
COc1cccc(-n2c(SCC(=O)N3CCCC3)nc3c([nH]c4ccccc43)c2=O)c1	0	19
CCOc1ccc(OCC)c(NC(=O)CN(C)S(=O)(=O)c2cnc[nH]2)c1	-4	5
CC(C)CNC(=O)c1cc(-c2ccc(Br)cc2)on1	-6	-49
CCCCn1c(=S)[nH]c2ncccc2c1=O	6	24
COc1cccc(C(=O)OCn2nnc3ccccc3c2=O)c1OC	-2	-24
CC(Oc1ccc(Br)cc1)C(=O)N1CCc2ccccc21 (stereo not drawn)	-6	-6
Cc1nc(CNS(=O)(=O)c2cc(F)ccc2F)cs1	-4	-8
O=C(NCCCN1CCCCC1)c1ccc2c(c1)NC(=O)C(N1CCCCC1)S2 (stereo not drawn)	-2	-6
COC1(OC)N=C(N)C2(C#N)C(c3ccc(C)cc3)C12C#N (stereo not drawn)	-1	-23
Nc1nc(CN2CCN(Cc3ccc4c(c3)OCO4)CC2)nc(Nc2ccccc2)n1	0	6
CCOC(=O)c1[nH]c(C)c(C(=O)Nc2cc(OC)ccc2OC)c1C	-2	-9
CCOc1cc(C2NC(=O)N(C)C(C)=C2C(=O)OC)cc(Br)c1O (stereo not drawn)	-2	-2
CCn1cc(C(=O)NCc2ccc3c(c2)OCO3)c(=O)c2cc(S(=O)(=O)N3CCOCC3)ccc21	22	38
CCn1c(=O)cc(OCC(=O)Nc2ccccc2C#N)c2ccccc21	6	17
CCOC(=O)N1CCC(NC(=O)C2CCCN2C(=O)OCc2ccccc2)CC1 (stereo not drawn)	1	17
CCn1cnc2sc(C(=O)N3CCN(c4ccc(OC)cc4)CC3)c(C)c2c1=O	0	-1
O=C(CCCCn1c(=O)c2ccccc2n(CC(=O)Nc2ccc(F)cc2)c1=O)NCc1ccco1	11	24
CCn1ccnc1C(O)c1cccc(OC)c1OC (stereo not drawn)	-5	-16
COCCCNC(=O)c1ccc2c(c1)ncn2-c1ccccc1OC	-3	-5
COc1cccc(CNC(=O)C2CCCN(c3nc4ccccc4o3)C2)c1 (stereo not drawn)	0	2
Cc1ccc(CNC(=O)C2CC(=O)N(C3CCCCCCC3)C2)cc1 (stereo not drawn)	-1	-30
Cc1cc(-c2ccccc2)c2nncn2n1	-1	0
CCOc1ccccc1C1CC(=O)Nc2cc(OC)c(OC)c(OC)c21 (stereo not drawn)	0	28
CCOC(=O)C1=C(C)OC(N)=C(C#N)C1c1ccoc1 (stereo not drawn)	-2	7
CC(=O)N1CCc2cc(S(=O)(=O)NCCC(=O)NCCc3ccc(C)cc3)ccc21	4	28
COc1ccccc1C(=O)N1CCNC(=O)C1CC(=O)Nc1ccc(Cl)cc1 (stereo not drawn)	1	5

These rows are one share of the data. The share of hits here may be higher or lower than overall.
